PolyA inhibitor: polyadenylation inhibitors in yeast reporter cells, primary screen, luminescence, S. cerevisiae | hit rate 0.02% among 300,000 | calls only at 12 µM | S. cerevisiae SKY197-pL101 polyadenylation reporter, beta-gal luminescence; efflux-impaired pdr1/pdr3 knockout yeast; score 100 = 6 SD above DMSO;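 active = lowest replicate activity score at least 50, where 100 means six control SD above control mean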;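 also: yeast exposed to compound for 9 h at 30 °C; higher score means more reporter readthrough which indicates perturbed polyadenylation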
TRPC4 act: activators of mouse TRPC4 channel, primary screen, Fluo4 calcium, HEK293 TRPC4beta/mu-opioid cells; Fluo4 calcium fluorescence; hits give high values; B-score at 10 µM; hit rate 0.49% among 310,000; AID 2237, 2010;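 active = B-score above 5 SD of library B-scores, and initial fluorescence ratio not above library mean plus 5 SD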;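 also: positive B-score marks a calcium rise read as TRPC4 activation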
Target sequence (Q9QUQ5 whole entry, looked up): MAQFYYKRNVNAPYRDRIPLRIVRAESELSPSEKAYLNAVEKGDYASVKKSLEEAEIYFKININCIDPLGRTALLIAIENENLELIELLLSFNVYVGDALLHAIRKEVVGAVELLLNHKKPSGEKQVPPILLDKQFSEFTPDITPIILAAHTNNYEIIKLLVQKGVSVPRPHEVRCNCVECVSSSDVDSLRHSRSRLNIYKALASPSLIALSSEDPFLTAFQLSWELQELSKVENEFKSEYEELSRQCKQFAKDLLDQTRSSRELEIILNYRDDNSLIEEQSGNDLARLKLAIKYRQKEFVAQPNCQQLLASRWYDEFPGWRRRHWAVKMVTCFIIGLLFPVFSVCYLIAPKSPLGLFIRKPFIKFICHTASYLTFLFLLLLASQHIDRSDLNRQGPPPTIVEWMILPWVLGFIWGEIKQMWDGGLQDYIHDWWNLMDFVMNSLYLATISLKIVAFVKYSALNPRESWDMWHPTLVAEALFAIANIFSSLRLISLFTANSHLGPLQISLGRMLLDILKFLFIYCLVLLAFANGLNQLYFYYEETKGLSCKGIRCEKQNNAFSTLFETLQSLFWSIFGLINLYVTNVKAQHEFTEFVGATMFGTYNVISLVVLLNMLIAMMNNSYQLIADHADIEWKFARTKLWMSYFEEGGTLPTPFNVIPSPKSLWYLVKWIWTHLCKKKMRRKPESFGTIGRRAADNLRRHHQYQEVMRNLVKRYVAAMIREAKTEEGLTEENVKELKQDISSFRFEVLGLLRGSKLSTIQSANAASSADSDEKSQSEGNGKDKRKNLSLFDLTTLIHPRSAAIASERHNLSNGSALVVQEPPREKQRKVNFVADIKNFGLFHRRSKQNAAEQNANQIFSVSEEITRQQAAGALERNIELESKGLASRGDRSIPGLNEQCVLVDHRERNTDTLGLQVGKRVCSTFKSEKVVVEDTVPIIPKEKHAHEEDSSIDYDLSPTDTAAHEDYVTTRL
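Material: TRPC4beta and mu-opioid receptor HEK293 stable cells | Incubation: 45 min room-temperature Fluo4 loading, 110 s read | Detection: Kinetic Fluo4 calcium fluorescence | Measure: Integrated baseline-normalised fluorescence ratio, converted to per-well B score | Benchmarks: Low control buffer alone, high control maximal DAMGO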
Platelet DG rel: inhibitors of platelet dense granule secretion, primary screen, cell-based, MLPCN, human platelets; human platelet-rich plasma, SFLLRN dense granule ATP release, luminescence; inhibition, %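 (compounds screened at 7.5 µM in platelet-rich plasma)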; hit rate 0.22% among 300,000; AID 1663, 2009;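 active = mean replicate score, as percent of positive control, at or above 50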
KCNK3 block: human KCNK3 channel inhibitors, primary screen, CHO cells, FluxOR thallium flux, B-score; Potassium channel subfamily K member 3 (Homo sapiens), O14649; FluxOR fluorescence; hits give low values; B-score at 10 µM; hit rate 0.84% among 340,000; AID 602410, 2012;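 active = B-score under library mean minus 4 SD, starting fluorescence ratio at most library mean plus 5 SD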;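 also: more negative B-score means stronger inhibition of thallium flux through KCNK3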
KCNQ1 inh: inhibitors of human KCNQ1 channel, primary screen, cell-based, thallium flux, high-throughput. AID 2642, 2010. Potassium voltage-gated channel subfamily KQT member 1 (Homo sapiens), P51787. CHO-K1 KCNQ1, FluxOR thallium flux fluorescence; hits give high values. hit rate 1.3% among 310,000. B-score at 10 µM;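 active = compounds whose thallium flux B-score, printed positive for inhibition, exceeds three library SD while starting fluorescence stays within three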;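 also: channel opened by potassium depolarization with thallium stimulus after 20 min compound exposure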
KCNQ1 act: potentiators or activators of KCNQ1 channel, primary screen, cell-based, thallium flux, high-throughput; Potassium voltage-gated channel subfamily KQT member 1 (Homo sapiens), P51787; CHO-K1 KCNQ1, thallium flux FluxOR fluorescence; hits give high values; B-score at 10 µM; hit rate 0.35% among 310,000;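 active = fluorescence ratio B-score, a plate-corrected score, at least three library SD, with initial intensity B-score within 5 SD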
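Assay system: CHO-K1 cells stably expressing KCNQ1. Medium: assay buffer for compound exposure, DMSO matched across wells. Timing: 37 °C overnight plating, 90-min dark dye load, 20-min compound pretreatment. Signal: kinetic FluxOR fluorescence, 10 s baseline plus 110 s post-stimulus.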
hERG rescue: hERG rescue from dofetilide block, primary screen, cell-based, CHO-hERG, FluxOR thallium flux, dofetilide IC70 | hit rate 0.51% among 310,000 | activation (rescue from dofetilide block), less the hit threshold, % at 10 µM | dofetilide IC70 present | Voltage-gated inwardly rectifying potassium channel KCNH2 (Homo sapiens), Q12809;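 active = activation above the mean of controls blocked by dofetilide plus 5 SD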;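 also: thallium influx through hERG after potassium depolarization seen as dye fluorescence rise; in these data hits start at about 4.7%; inactives centre near -7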
TRPC4 block: inhibitors of mouse TRPC4 channel, primary screen, Fluo4 calcium, HEK293 TRPC4beta/mu-opioid cells | DAMGO-evoked Fluo4 calcium flux; hits give low values | B-score at 10 µM | hit rate 0.39% among 300,000 | AID 2247, 2010;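 active = B-score over 3 SD under the library average, no early fluorescence shift, positive overall ratio signal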
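Assay system: TRPC4beta/mu-opioid receptor HEK293 cell line; compound dosing: single concentration per test compound; detection: Fluo4 Ca2+ flux fluorescence; evaluation: per-well B score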
DYRK1A inh: rat Dyrk1A kinase inhibitors, primary screen, biochemical, single point, plate reader; hit rate 0.43% among 310,000; ADP-Glo luminescence, NFATc1 peptide; inhibition, % at 12.5 µM; Dual specificity tyrosine-phosphorylation-regulated kinase 1A (Rattus norvegicus), Q63470; in the data active = inhibition above about 50%;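 also: plate controls were vehicle with enzyme for no effect and no enzyme for full effect; many of its hits are not listed in these tables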
KCNK9 block: KCNK9 potassium channel inhibitors, primary screen, HEK293 cells, thallium flux; FluxOR thallium flux fluorescence; hits give low values; B-score at 10 µM; hit rate 1.2% among 310,000; AID 488922, 2010;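 active = ratio B-score over 3 SD below the library mean, with starting fluorescence within 5 SD of its mean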;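 also: negative B-score means less thallium flux so channel inhibition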
TRPC4 potent: positive allosteric modulators of TRPC4, primary screen, cell-based, mouse TRPC4beta, HEK293 mu-opioid, Fluo-4 calcium; DAMGO EC20, Fluo-4 Ca2+ flux; hits give high values; B-score at 10 µM; Short transient receptor potential channel 4 (Mus musculus), Q9QUQ5; hit rate 0.42% among 310,000;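 active = B-score of calcium response area above 5 SD of library B-scores, with initial fluorescence ratio within 5 SD of library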;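 also: B-score of integrated fluorescence ratio over time as area under calcium response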
* = called active by the depositor; i = inactive; / = no result given. Not all compounds are listed. The share of hits here may be higher or lower than overall.

compound,DYRK1A inh,KCNQ1 inh,TRPC4 act,KCNK3 block,hERG rescue,TRPC4 potent,KCNK9 block,TRPC4 block,Platelet DG rel,PolyA inhibitor,KCNQ1 act
Nc1c(Cl)cc(-c2[nH]c3cc(C(=O)NCCO)ccc3c(=O)c2O)cc1Cl,1.7,i,i,i,-14.6,i,i,i,-1.9,i,i
COc1ccc(/C(N)=N/OC(=O)CC2CCCCC2)cc1,-5.5,i,i,i,-6.0,i,i,i,2.9,i,i
CCn1nc(NS(=O)(=O)c2ccc(NC(C)=O)cc2)c2cc3cc(C)ccc3nc21,-6.9,i,i,i,-9.5,i,i,i,1.4,i,i
Cc1cccc(NC(=O)C2NC(=O)CC2c2ccccc2)c1C (centres undefined),59.4*,i,i,i,-9.9,i,i,i,0.8,i,i
COc1cc(NC(=O)c2ccc3c(c2)OCCO3)ccc1NC(=O)c1ccco1,-6.0,i,i,i,-8.4,i,i,i,-3.1,i,i
O=C(Nc1cccnc1Cl)c1ccc(=O)oc1,-5.1,i,i,i,-0.1,i,i,i,6.1,i,i
COCCN1CCN(C(=O)c2cc(COc3ccc(F)cc3F)on2)CC1,8.3,i,i,i,-7.7,i,i,i,-12.3,i,i
Cc1ccc(OC(C)C(=O)N/N=C/c2ccccn2)cc1 (centres undefined),19.2,i,i,i,-3.7,i,i,i,-2.4,i,i
Cc1c(C(=O)NCc2ccoc2)oc2ccc3c(c12)C(=O)CC(C)(C)O3,-2.6,i,i,i,-14.4,i,i,i,-12.0,i,i
COc1ccccc1C(=O)N1CCN(Cc2ccc3c(c2)OCO3)CC1,2.0,i,i,i,1.4,i,i,i,-4.1,i,i
Cc1cccc(OCc2nnc(SCCC(=O)O)n2-c2ccccc2)c1,9.3,i,i,i,-9.0,i,i,i,-8.7,i,i
CC(=O)Nc1ccc(S(=O)(=O)NCC(=O)OCC(=O)N2CCc3ccccc32)cc1,-0.5,i,i,i,-4.0,i,i,i,-0.9,i,i
O=C(NNC(=S)Nc1ccc(F)cc1)c1ccccc1OC(F)F,6.5,i,i,i,-16.3,i,i,i,5.6,i,i
CCOC(=O)Cn1nc(C)c(NC(=O)COc2ccc(OC)cc2)c1C,-3.1,i,i,i,-4.7,i,i,i,-2.3,i,i
O=C(NNS(=O)(=O)c1ccc(Cl)cc1)c1cccc(S(=O)(=O)N2CCOCC2)c1,-3.6,i,i,i,-6.2,i,i,i,1.5,i,i
CCC1(c2ccccc2)NC(=O)N(CC(=O)NCc2ccc(F)cc2)C1=O (centres undefined),2.1,i,i,i,-4.7,i,i,i,-33.0,i,i
CC(C)NC(=O)Nc1cccs1,-4.4,i,i,i,-5.7,i,i,i,3.3,i,i
O=C(COc1ccc(S(=O)(=O)N2CCCC2)cc1Cl)NCc1ccc2c(c1)OCO2,10.8,i,i,i,-5.3,i,i,i,4.6,i,i
O=C(N/N=C/c1c[nH]c2ccccc12)c1cccc([N+](=O)[O-])c1,10.7,i,i,i,-3.4,i,i,i,-4.9,i,i
C=C1C(=O)O[C@H]2[C@H]1[C@@H](O)CC(=C)[C@@H]1CC(=O)[C@@H](C)[C@H]21,3.0,i,i,i,-9.2,i,i,i,-1.9,i,i
O=C(Nc1cccs1)Nc1ccc(F)cc1F,-4.2,i,i,i,-8.4,i,i,i,-14.2,i,i
O=C(COC(=O)c1ncc(Cl)c(Cl)c1Cl)NCc1cccs1,20.0,i,i,i,-14.2,i,i,i,-3.7,i,i
O=S(=O)(c1ccc(F)cc1)N1CCc2ccccc2C1,7.9,i,i,i,0.1,i,i,i,-2.7,i,i
CCn1nnnc1SCC(=O)Nc1nc2ccc(OC)cc2s1,4.2,i,i,i,-7.2,i,i,i,0.4,i,i
COC(=O)c1ccc(NC(=O)c2cc[n+](Cc3ccccc3)cc2)cc1,4.0,i,i,i,-6.6,i,i,i,-0.4,i,i
O=C(Nc1ccc([N+](=O)[O-])cc1)N1CCCCC1,-1.1,i,i,i,-8.5,i,i,i,0.0,i,i
COC(C[C@H](O)[C@H](C)[C@H](O)COCc1ccccc1)OC,3.3,i,i,i,-5.5,i,i,i,-7.0,i,i
COC(=O)c1ccc(/C=N/N2CCN(Cc3ccc(Cl)cc3)CC2)cc1,/,i,i,i,-7.9,i,i,i,2.6,i,i
O=C(NS(=O)(=O)c1ccc(Cl)cc1)c1ccccc1,-5.2,i,i,i,-19.8,i,i,i,9.4,i,i
COc1ccc(CN2C(=O)NC3(CCCc4ccccc43)C2=O)cc1F (centres undefined),2.6,i,i,i,-12.4,i,i,i,4.5,i,i
COC(=O)/C(C#N)=C/c1c(N2CCN(c3cccc(Cl)c3)CC2)nc2c(C)cccn2c1=O,-3.7,i,i,i,-3.4,i,i,i,1.1,i,i
CNC(=O)c1c(NC(=O)c2ccc(S(=O)(=O)N(C)c3ccccc3)cc2)sc2c1CCN(C(C)C)C2,/,i,i,/,-18.2,i,-8.12*,i,-0.4,i,i
CCn1cc(Br)c(C(=O)NC(C)c2ccccc2)n1 (centres undefined),1.5,i,i,i,-0.2,i,i,i,1.9,i,i
CCOC(=O)CCNC(=O)N1CCCC(N(C)CCc2ccccc2)C1 (centres undefined),-9.8,i,i,i,-14.3,i,i,i,4.1,i,i
COc1cc(/C=N/NC(=O)CN(CCc2ccccc2)S(=O)(=O)c2ccc(NC(C)=O)cc2)cc(OC)c1OC,-3.0,i,i,i,-6.6,i,i,i,1.0,i,i
CC(=O)c1cccc(-c2ccc3c(=O)[nH]c(Nc4ccccc4)cc3c2)c1,-8.0,i,i,i,-13.0,i,i,i,7.5,i,i
CCOC(=O)NC(NS(=O)(=O)c1ccccc1)(C(=O)OCC)C(F)(F)F (centres undefined),0.5,i,i,i,-5.1,i,i,i,1.0,i,i
O=C(NC1CCCCCC1)C1c2ccccc2C(=O)N1Cc1cccs1 (centres undefined),-7.6,i,i,i,-9.8,i,i,i,25.0,i,i
CC1CN(C(=O)CSc2nnc(-c3ccccc3)o2)CC(C)O1 (centres undefined),4.0,i,i,i,-5.8,i,i,i,-2.3,i,i
Cc1nn(CCS(=O)(=O)c2ccc(Cl)cc2)c(C)c1Br,-0.2,i,i,i,-4.3,i,i,i,6.5,i,i

Just TRPC4 block, Platelet DG rel and PolyA inhibitor, for some of the entries so far:
molecule,TRPC4 block,Platelet DG rel,PolyA inhibitor
CCn1cc(Br)c(C(=O)NC(C)c2ccccc2)n1 (centres undefined),i,1.9,i
CC(=O)Nc1ccc(S(=O)(=O)NCC(=O)OCC(=O)N2CCc3ccccc32)cc1,i,-0.9,i

New compounds follow:
compound,DYRK1A inh,KCNQ1 inh,TRPC4 act,KCNK3 block,hERG rescue,TRPC4 potent,KCNK9 block,TRPC4 block,Platelet DG rel,PolyA inhibitor,KCNQ1 act
O=[N+]([O-])c1ccc(-c2nc(C(Cl)Cl)c3ccccc3n2)cc1,-5.1,i,i,i,-4.7,i,i,i,-14.3,i,i
CC(C(=O)Nc1ccccc1-c1ccccc1)N1CCN(Cc2ccccc2)CC1 (centres undefined),0.0,i,i,i,-7.8,i,i,i,-9.1,i,i
CCN(CC)S(=O)(=O)c1cccc(-c2nn(-c3ccccc3)cc2/C=C(\C#N)C(=O)NCc2ccco2)c1,5.6,i,i,i,-15.7,i,i,i,20.8,i,i
COc1ccccc1NC(=O)C1CCN(C(=O)NCc2ccccc2)CC1,-7.1,i,i,i,-4.5,i,i,i,1.0,i,i
Cc1ccc(NC2=C(Cl)C(=O)OC2OC(C)C)cc1 (centres undefined),1.4,i,i,i,-10.6,i,i,i,0.9,i,i
O=S(=O)(c1cccc2cccnc12)N1CCCCC1,/,i,i,i,-5.6,i,i,i,-4.6,i,i
COC(=O)[C@H](Cc1ccccc1)NC(=O)N1CCN(c2ccc(F)cc2)CC1,5.8,i,i,i,-8.7,i,i,i,-1.2,i,i
COc1ccccc1C(=O)NC(=O)OCCn1c(C)cnc1[N+](=O)[O-],/,i,i,i,-12.1,i,i,i,-1.0,i,i
O=C(OCc1nnc(-c2ccccc2)o1)c1cccc(S(=O)(=O)N2CCOCC2)c1,16.8,i,i,i,-9.9,i,i,i,1.1,i,i
OCC1(CC2CCCCO2)CCN(Cc2nc3ccccc3[nH]2)CC1 (centres undefined),-4.2,i,110*,i,-4.8,i,i,-8*,-9.7,i,i
CC[N+]1(CC)CC2=Cc3ccccc3CC2C1 (centres undefined),-6.9,i,i,i,-3.0,i,i,i,-0.2,i,i
CC(C)(C)CC(=O)Nc1nn[nH]n1,-0.6,i,i,i,-3.0,i,i,i,2.6,i,i
COC(CNC(=O)c1ccc2c3c(onc13)-c1ccccc1C2=O)OC,13.6,6*,i,i,-46.4,i,i,i,6.5,i,i
COc1cc(/C=N/NC(=O)c2cccc([N+](=O)[O-])c2)ccc1OCc1ccc(C)cc1,-4.5,i,i,i,-2.4,i,i,i,-2.5,i,i
O=C(Nc1cccc(F)c1)N1CCCC(CNS(=O)(=O)Cc2ccccc2)C1 (centres undefined),4.8,i,i,i,-21.8,i,i,i,2.8,i,i
CCOc1ccc(NC(=O)/C=C/c2ccccc2)c([N+](=O)[O-])c1,-2.8,i,i,i,-7.3,i,i,i,-9.6,i,i
O=C(/C=C/c1ccc(N2CCOCC2)cc1)c1ccccc1,5.1,i,i,i,-6.9,i,i,i,9.5,i,i
NS(=O)(=O)c1ccc(NC(=O)c2ccc(CNS(=O)(=O)c3cc(C(F)(F)F)ccc3Cl)cc2)cc1,0.9,i,i,i,-8.5,i,i,i,3.2,i,i

Screening results as filed in PubChem BioAssay.
